Screening data deposited in PubChem BioAssay by NMMLSC.
RGS7-Gao: regulators of human RGS7-Galphao interaction. binding response (% of control), % at 10 µM. P09471. actives 0.35% (n = 220,000). AID 1439. Multiplexed bead flow cytometry, RGS7-Galphao binding; actives lie on both sides; in the data active means binding response below about 49% or above about 150%; inconclusive means no clear call, values can overlap the other calls; inactive means in between;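 further: fluorescent Galphao held in activated GDP-AlF4 state binding bead-coupled RGS7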
Bcl-XL Bim block: disrupts Bim peptide binding to human Bcl-XL | AID 1007 | bead flow cytometry, fluorescence | inhibition, % at 10 µM | actives 0.04% (n = 190,000) | Q07817
Bim-Bcl-W: inhibitors of Bim-Bcl-W interaction, human | bead-based flow cytometry, Bim peptide-Bcl-W binding | actives 0.02% (n = 190,000) | Q92843 | inhibition, % at 10 µM;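 further: 0% = bound tracer without compound and 100% = peptide blocker; higher means less fluorescent Bim peptide bound to Bcl-W beads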
Target sequence (Q92843 whole entry, looked up): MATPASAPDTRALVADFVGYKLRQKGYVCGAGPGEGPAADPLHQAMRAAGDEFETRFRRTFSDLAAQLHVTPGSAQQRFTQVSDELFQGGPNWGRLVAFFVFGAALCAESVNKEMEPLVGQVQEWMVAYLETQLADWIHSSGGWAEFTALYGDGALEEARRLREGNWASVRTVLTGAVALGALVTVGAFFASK
RGS8-Gao: human RGS8-Galphao interaction regulation; P09471; multiplexed bead flow cytometry, RGS8-Galphao binding; actives lie on both sides; response (percent of control binding), % at 10 µM; actives 0.34% (n = 220,000); AID 1423; in the data active means response below about 60% or above about 140%; inactive means in between;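 further: Galphao activated as the GDP aluminium fluoride complex binding bead-coupled RGS8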
GSH bead fluor: compound fluoresces at 488/530 nm on GSH beads. GSH beads flow cytometry, compound fluorescence 488/530 nm; stronger effect = higher value. fluorescence (KMESF) at 10 µM. actives 0.25% (n = 190,000); in the data active means fluorescence above about 89;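 further: glutathione beads carrying GST-tagged Bcl family fusion proteins plus one bare bead set; values are compound well signal with DMSO vehicle wells as background; inactives centre near 16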
RGS4-Gao reg: human RGS4-Galphao interaction regulation; P09471; Multiplexed bead flow cytometry, RGS4-Galphao binding; actives lie on both sides; binding response (% of control), % at 10 µM; actives 0.33% (n = 220,000); AID 1415; in the data active means binding response below about 49% or above about 150%; inactive means in between;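 further: fluorescent Galphao activated with aluminum fluoride binding bead-coupled RGS4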
ABCB1 inh: inhibitors of human ABCB1 transporter, ABCG2 counter-screen; P08183; CCRF-Adr cells, JC-1 efflux, flow cytometry; inhibition, % at 6.6 µM; actives 0.067% (n = 190,000); AID 1326; in the data active means inhibition above about 40%;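 further: 0% = vehicle and 100% = reference inhibitor; higher value means more JC-1 retained so stronger ABCB1 efflux block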
Bim-Bcl-2: human Bim-Bcl-2 interaction inhibition. P10415. Bead-based flow cytometry, Bim peptide-Bcl-2 binding. inhibition, % at 10 µM. actives 0.06% (n = 190,000). AID 950; in the data active means inhibition above about 40%; inconclusive means no clear call, values can overlap the other calls;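 further: 0% = no compound wells with probe peptide and 100% = reference peptide inhibitor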
Target sequence (P10415 whole entry, looked up): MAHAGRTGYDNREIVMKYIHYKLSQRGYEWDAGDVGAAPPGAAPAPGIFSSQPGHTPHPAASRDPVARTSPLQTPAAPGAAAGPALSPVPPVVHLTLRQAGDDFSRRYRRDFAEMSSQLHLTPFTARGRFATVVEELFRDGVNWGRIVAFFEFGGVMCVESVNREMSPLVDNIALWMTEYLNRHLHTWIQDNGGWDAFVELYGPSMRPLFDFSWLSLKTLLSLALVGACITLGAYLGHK
Bim-Bfl-1: disrupts Bim binding to human Bfl-1; Bead-based flow cytometry, Bim-Bfl-1 binding inhibition; Q16548; AID 1008; actives 0.12% (n = 190,000); inhibition, % at 10 µM;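 further: 0% = wells without compound plus tracer and 100% = blocker peptide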
Bim-Bcl-B: disrupts Bim peptide binding to human Bcl-B | actives 0.073% (n = 190,000) | bead-based flow cytometry | inhibition, % at 10 µM | AID 951 | Q9HD36;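 further: 0% = tracer peptide without compound and 100% = reference inhibitor peptide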
ABCG2 block: inhibitors of human ABCG2 transporter, ABCB1 counter-screen; IgMXP3 cells, JC-1 efflux, flow cytometry; inhibition, % at 6.6 µM; actives 0.1% (n = 190,000);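 active means inhibition above 80%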;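 further: 0% = DMSO and 100% = nicardipine control wells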
Target sequence (Q9UNQ0 whole entry, looked up): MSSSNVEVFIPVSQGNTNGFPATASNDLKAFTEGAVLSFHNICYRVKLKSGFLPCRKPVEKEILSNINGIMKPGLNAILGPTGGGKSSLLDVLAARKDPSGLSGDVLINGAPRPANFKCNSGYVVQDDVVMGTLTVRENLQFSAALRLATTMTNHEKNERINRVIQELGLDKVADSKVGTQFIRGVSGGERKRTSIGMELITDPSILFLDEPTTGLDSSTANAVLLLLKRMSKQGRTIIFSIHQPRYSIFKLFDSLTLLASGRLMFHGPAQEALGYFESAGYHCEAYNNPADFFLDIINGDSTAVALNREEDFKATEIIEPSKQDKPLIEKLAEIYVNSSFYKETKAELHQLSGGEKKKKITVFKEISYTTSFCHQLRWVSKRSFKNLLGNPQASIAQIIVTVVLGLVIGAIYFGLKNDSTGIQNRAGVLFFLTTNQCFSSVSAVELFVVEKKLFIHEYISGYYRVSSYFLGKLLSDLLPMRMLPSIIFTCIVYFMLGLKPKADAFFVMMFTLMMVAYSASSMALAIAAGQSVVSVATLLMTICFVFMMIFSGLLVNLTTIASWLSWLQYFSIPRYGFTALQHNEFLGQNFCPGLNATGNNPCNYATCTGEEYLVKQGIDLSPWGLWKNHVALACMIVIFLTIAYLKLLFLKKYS
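Measure – % inhibition of efflux relative to nicardipine and DMSO · Test system – ABCG2 IgMXP3 and barcoded ABCB1 CCRF-Adr cell mix · Control set – nicardipine as high control, DMSO as low control · Compound – one concentration, 6.6 µM final · Signal – flow cytometry of retained JC-1 fluorescence · Timing – 10 min exposure at 25 °C with rotation, no wash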
An asterisk follows results filed as active; [ ] = remark or other dose. Unless noted, no stated cut-off is given here; in the data, active means inhibition above about 40%.

How did COC(=O)c1sc(C(=O)OC)c(C(=O)OC)c1C(=O)OC do in these assays?
RGS7-Gao: 97; Bcl-XL Bim block: -4; Bim-Bcl-W: -2; RGS8-Gao: 101; GSH bead fluor: 9; RGS4-Gao reg: 100; ABCB1 inh: 0.7; Bim-Bcl-2: -3; Bim-Bfl-1: 0; Bim-Bcl-B: -6; ABCG2 block: 20

How did CCCn1c(SCC(=O)NCCc2ccc(OC)c(OC)c2)nc2c1c(=O)n(C)c(=O)n2C do in these assays?
RGS7-Gao: 101; Bcl-XL Bim block: -14; Bim-Bcl-W: 2; RGS8-Gao: 100; GSH bead fluor: 37; RGS4-Gao reg: 99; ABCB1 inh: 0.9; Bim-Bcl-2: -8; Bim-Bfl-1: -11; Bim-Bcl-B: -6; ABCG2 block: 3

How did c1ccc(-c2nc3ccccc3[nH]2)nc1 do in these assays?
RGS7-Gao: 158*[activator]; Bcl-XL Bim block: -6; Bim-Bcl-W: -3; RGS8-Gao: 154*[activator]; GSH bead fluor: 23; RGS4-Gao reg: 170*[activator]; ABCB1 inh: 0.2; Bim-Bcl-2: -2; Bim-Bfl-1: -1; Bim-Bcl-B: -8; ABCG2 block: 0

What do the screens show for `CCOC(=O)C1CCN(CC(=O)Nc2ccc(OC)c(Cl)c2)CC1`?
RGS7-Gao: 111; Bcl-XL Bim block: -1; Bim-Bcl-W: -1; RGS8-Gao: 102; GSH bead fluor: 15; RGS4-Gao reg: 101; ABCB1 inh: 0.9; Bim-Bcl-2: -2; Bim-Bfl-1: -6; Bim-Bcl-B: -1; ABCG2 block: 4

What do the screens show for `CC1CCN(c2nc(N3CCCCC3)nc(N3CCCCC3)n2)CC1`?
RGS7-Gao: 97; Bcl-XL Bim block: 0; Bim-Bcl-W: 0; RGS8-Gao: 99; GSH bead fluor: 10; RGS4-Gao reg: 97; ABCB1 inh: 0.9; Bim-Bcl-2: 0; Bim-Bfl-1: -5; Bim-Bcl-B: -4; ABCG2 block: 3

What do the screens show for `C=CCn1cc(C(=O)N2CCc3ccccc3C2)c(=O)c2cc(S(=O)(=O)N(CC)CC)ccc21`?
RGS7-Gao: 105; Bcl-XL Bim block: -15; Bim-Bcl-W: -6; RGS8-Gao: 99; GSH bead fluor: 25; RGS4-Gao reg: 105; ABCB1 inh: 0.8; Bim-Bcl-2: -4; Bim-Bfl-1: -2; Bim-Bcl-B: -19; ABCG2 block: 7

What do the screens show for `Cn1nc([N+](=O)[O-])nc1N1CCN(c2ccc(F)cc2)CC1`?
RGS7-Gao: 105; Bcl-XL Bim block: -1; Bim-Bcl-W: -1; RGS8-Gao: 102; GSH bead fluor: 34; RGS4-Gao reg: 103; ABCB1 inh: 0.5; Bim-Bcl-2: -10; Bim-Bfl-1: -10; Bim-Bcl-B: -8; ABCG2 block: 1

Results for CCOc1cc(S(=O)(=O)Nc2ccc(Cl)cn2)ccc1F ?
RGS7-Gao: 108; Bcl-XL Bim block: -10; Bim-Bcl-W: 0; RGS8-Gao: 104; GSH bead fluor: 24; RGS4-Gao reg: 108; ABCB1 inh: 0.2; Bim-Bcl-2: -5; Bim-Bfl-1: -12; Bim-Bcl-B: -6; ABCG2 block: 1

What do the screens show for `Cc1nc2[nH]c(=S)n(C)c(=O)c2nc1C`?
RGS7-Gao: 100; Bcl-XL Bim block: -5; Bim-Bcl-W: -2; RGS8-Gao: 102; GSH bead fluor: 10; RGS4-Gao reg: 103; ABCB1 inh: 0.4; Bim-Bcl-2: 0; Bim-Bfl-1: 0; Bim-Bcl-B: -8; ABCG2 block: 3

Results for CN(C)c1cccc(C(=O)OCC(=O)Nc2nccs2)c1 ?
RGS7-Gao: 100; Bcl-XL Bim block: -2; Bim-Bcl-W: -1; RGS8-Gao: 95; GSH bead fluor: 4; RGS4-Gao reg: 97; ABCB1 inh: 0.1; Bim-Bcl-2: 3; Bim-Bfl-1: 0; Bim-Bcl-B: -1; ABCG2 block: 2

What do the screens show for `CCn1ncc(Br)c1C(=O)Nc1cc(C(=O)OC)ccc1C(=O)OC`?
RGS7-Gao: 104; Bcl-XL Bim block: -15; Bim-Bcl-W: 0; RGS8-Gao: 106; GSH bead fluor: 40; RGS4-Gao reg: 105; ABCB1 inh: 0.2; Bim-Bcl-2: -5; Bim-Bfl-1: -11; Bim-Bcl-B: -8; ABCG2 block: 1

What do the screens show for `CCOC(=O)COc1ccc2c(c1)C(=O)CC(C)(c1cccnc1)O2` (configuration not stated)?
RGS7-Gao: 99; Bcl-XL Bim block: -1; Bim-Bcl-W: 1; RGS8-Gao: 102; GSH bead fluor: 33; RGS4-Gao reg: 99; ABCB1 inh: -0.1; Bim-Bcl-2: 1; Bim-Bfl-1: -1; Bim-Bcl-B: 0; ABCG2 block: 1

How did Cc1cc(C)nc(SCC(=O)Nc2cccc(S(=O)(=O)N(C)C)c2)n1 do in these assays?
RGS7-Gao: 93; Bcl-XL Bim block: 0; Bim-Bcl-W: -1; RGS8-Gao: 95; GSH bead fluor: 11; RGS4-Gao reg: 96; ABCB1 inh: -0.1; Bim-Bcl-2: 0; Bim-Bfl-1: 4; Bim-Bcl-B: 1; ABCG2 block: 1

What do the screens show for `O=C(NCCN1CCN(C(=O)Nc2ccccc2)CC1)Nc1ccccc1`?
RGS7-Gao: 98; Bcl-XL Bim block: 0; Bim-Bcl-W: 3; RGS8-Gao: 105; GSH bead fluor: 21; RGS4-Gao reg: 105; ABCB1 inh: 0.0; Bim-Bcl-2: -6; Bim-Bfl-1: -7; Bim-Bcl-B: -4; ABCG2 block: 2

How did COc1cccc(-c2nc(CS(=O)(=O)CC(=O)N3CCN(C4CCCCC4)CC3)c(C)o2)c1 do in these assays?
RGS7-Gao: 99; Bcl-XL Bim block: -2; Bim-Bcl-W: -3; RGS8-Gao: 101; GSH bead fluor: 14; RGS4-Gao reg: 102; ABCB1 inh: 0.6; Bim-Bcl-2: -4; Bim-Bfl-1: -13; Bim-Bcl-B: -5; ABCG2 block: -2

What do the screens show for `CN(CCc1ccccn1)C(=S)Nc1ccc(Cl)c(Cl)c1`?
RGS7-Gao: 109; Bcl-XL Bim block: -1; Bim-Bcl-W: 0; RGS8-Gao: 108; GSH bead fluor: 18; RGS4-Gao reg: 104; ABCB1 inh: 0.4; Bim-Bcl-2: -2; Bim-Bfl-1: -4; Bim-Bcl-B: -15; ABCG2 block: 5

What do the screens show for `Cn1nnnc1SCC1=C(C(=O)O)N2C(=O)[C@@H](NC(=O)[C@H](O)c3ccccc3)[C@H]2SC1`?
Bcl-XL Bim block: -2; Bim-Bcl-W: 0; GSH bead fluor: 16; ABCB1 inh: -2.5; Bim-Bcl-2: 0; Bim-Bfl-1: 0; Bim-Bcl-B: -13; ABCG2 block: -6

How did CN(CCN1CCc2ccccc2C1)Cc1nc(Cc2ccccc2F)no1 do in these assays?
RGS7-Gao: 17*; Bcl-XL Bim block: -2; Bim-Bcl-W: 0; RGS8-Gao: 27*; GSH bead fluor: 13; RGS4-Gao reg: 28*; ABCB1 inh: 0.1; Bim-Bcl-2: -5; Bim-Bfl-1: -1; Bim-Bcl-B: -4; ABCG2 block: 0

Results for Cc1ccc(NS(=O)(=O)c2cc(C(=O)N3CCOCC3)ccc2C)cc1 ?
RGS7-Gao: 96; Bcl-XL Bim block: -1; Bim-Bcl-W: -2; RGS8-Gao: 104; GSH bead fluor: 25; RGS4-Gao reg: 95; ABCB1 inh: 0.2; Bim-Bcl-2: 0; Bim-Bfl-1: -1; Bim-Bcl-B: -2; ABCG2 block: 1

What do the screens show for `O=C(NC(=S)Nc1nc2c(ccc3ccccc32)s1)c1cccs1`?
RGS7-Gao: 98; Bcl-XL Bim block: -10; Bim-Bcl-W: -8; RGS8-Gao: 102; GSH bead fluor: 4; RGS4-Gao reg: 97; ABCB1 inh: -1.0; Bim-Bcl-2: -5; Bim-Bfl-1: -2; Bim-Bcl-B: -7; ABCG2 block: -10

Results for COC(=O)c1cc(OC)c(OC)cc1-n1cnc2cc(OC)c(OC)cc2c1=O ?
RGS7-Gao: 101; Bcl-XL Bim block: -6; Bim-Bcl-W: -5; RGS8-Gao: 102; GSH bead fluor: 35; RGS4-Gao reg: 103; ABCB1 inh: -0.2; Bim-Bcl-2: -9; Bim-Bfl-1: -15; Bim-Bcl-B: -11; ABCG2 block: 2

Results for O=C(CSc1ccc(-c2ccco2)nn1)NCc1ccc(Cl)cc1 ?
RGS7-Gao: 90; Bcl-XL Bim block: -6; Bim-Bcl-W: -4; RGS8-Gao: 96; GSH bead fluor: 11; RGS4-Gao reg: 97; ABCB1 inh: 0.0; Bim-Bcl-2: -3; Bim-Bfl-1: -2; Bim-Bcl-B: -8; ABCG2 block: 0

What do the screens show for `O=S(=O)(Nc1cccnc1)c1ccc2c(c1)OCCO2`?
RGS7-Gao: 102; Bcl-XL Bim block: -2; Bim-Bcl-W: 0; RGS8-Gao: 100; GSH bead fluor: 25; RGS4-Gao reg: 100; ABCB1 inh: 0.7; Bim-Bcl-2: -3; Bim-Bfl-1: 0; Bim-Bcl-B: -2; ABCG2 block: 3

How did CCOc1ccccc1-n1nnnc1SC(C)C(=O)OC (configuration not stated) do in these assays?
RGS7-Gao: inconclusive; Bcl-XL Bim block: -1; Bim-Bcl-W: -2; RGS8-Gao: 103; GSH bead fluor: 12; RGS4-Gao reg: 105; ABCB1 inh: 0.5; Bim-Bcl-2: -1; Bim-Bfl-1: -3; Bim-Bcl-B: -1; ABCG2 block: 2

How did CCCCOCCCNC1=NCCCCC1 do in these assays?
RGS7-Gao: 90; Bcl-XL Bim block: 2; Bim-Bcl-W: 0; RGS8-Gao: 86; GSH bead fluor: 10; RGS4-Gao reg: 87; ABCB1 inh: 0.2; Bim-Bcl-2: 2; Bim-Bfl-1: 3; Bim-Bcl-B: 1; ABCG2 block: 0

What do the screens show for `Cc1ccc(C(=O)OCC(=O)NCc2cccs2)cc1`?
RGS7-Gao: 98; Bcl-XL Bim block: -7; Bim-Bcl-W: -3; RGS8-Gao: 101; GSH bead fluor: 20; RGS4-Gao reg: 101; ABCB1 inh: 0.1; Bim-Bcl-2: -9; Bim-Bfl-1: -16; Bim-Bcl-B: -8; ABCG2 block: 0

Results for COC(=O)c1ccc(-c2noc(CN(C)CCC3CCCCO3)n2)cc1 (configuration not stated) ?
RGS7-Gao: 100; Bcl-XL Bim block: 0; Bim-Bcl-W: -2; RGS8-Gao: 92; GSH bead fluor: 10; RGS4-Gao reg: 88; ABCB1 inh: -0.4; Bim-Bcl-2: -1; Bim-Bfl-1: -5; Bim-Bcl-B: 0; ABCG2 block: 6

What do the screens show for `CCOC(=O)N1CCN(C(=O)c2ccc(S(=O)(=O)NCc3ccco3)cc2)CC1`?
RGS7-Gao: 97; Bcl-XL Bim block: 0; Bim-Bcl-W: 0; RGS8-Gao: 104; GSH bead fluor: 13; RGS4-Gao reg: 101; ABCB1 inh: -0.3; Bim-Bcl-2: 1; Bim-Bfl-1: 1; Bim-Bcl-B: -2; ABCG2 block: -3
